HepG2 tox = HepG2 cytotoxicity, counter-screen for TGF-b inhibitors; HepG2 CAGA-GFP viability, ATP luminescence, 18 h; Potency, µM (doses to about 46.1 µM), inactives show top-dose activity change, negative = cytotoxicity, usual class: cytotoxic; actives 0.76% (n = 410,000); note: some results filed as inactive show a strong effect at the top dose
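CellTiter-Glo luminescence gave cytotoxicity after 18 hours at 37 degrees C. The cells were HepG2 CAGA-GFP in 1% FBS DMEM, stimulated with 500 pg/mL TGF-beta after compound addition. %Activity was normalised to no-cell wells (complete cell-killing) and DMSO (no toxicity), and curves were fitted and classified.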
A549 viability = counter-screen for Nrf2 inhibitors: cytotoxicity in A549 cells | Potency, µM (top dose mostly 46 µM), without a hit: at the top dose activity change, negative = cytotoxicity, actives largely listed as inhibitors | A549 ARE-Fluc cells, CellTiter-Fluor viability, 18-24 h | AID 504648 | actives 0.16% (n = 390,000); note: % is set by controls: 0 for no effect and ±100 for the full control effect
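A549 ARE-Fluc cells in 5% FBS OPTI-MEM, 5000 cells/well, rested 2 h then exposed to compounds in concentration-response for 18-24 h at 37 °C. Viability by CellTiter-Fluor fluorescence (Ex 405/Em 525) after 30 min; luciferase luminescence (BugLite, 15 min, RT) read afterwards.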
TGFb inhibitor = inhibitors of TGF-b signaling; HepG2 CAGA-GFP TGF-b/SMAD3 reporter, GFP fluorescence, 18 h; TGF-beta stimulated, 500 pg/mL final; Potency, µM (highest dose often 46.1 µM), for the others: at the highest dose activity, negative = inhibition, actives largely listed as inhibitors; actives 1.2% (n = 410,000); AID 588855; note: % is set by controls: 0 for no effect and ±100 for the full control effect; nearly all actives have a fitted effect of over 65% in size
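Smad-responsive CAGA-GFP expression was quantified in HEPG2 cells exposed to compounds and 500 pg/mL final TGF-beta for 18 h at 37 degrees C; unstimulated wells defined full inhibition.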
S2 tox = viability counter-screen for ATXN expression inhibitors; AID 651635; Potency, µM (top dose mostly 56.7 µM), usual class: cytotoxic; S2 cells (HEK-293 line with an ATXN2-luciferase reporter) viability, CellTiter-Fluor protease fluorescence, 24 h; actives 0.49% (n = 400,000); note: nearly all actives have a fitted effect of over 40% in size
EPAC2 antag = EPAC2 (human) antagonism | EPAC2 GEF exchange of Rap1B-BODIPY-GDP, fluorescence | Q8WZA2 | Potency, µM (highest dose often 114 µM), inactives show at the top dose activity, negative = inhibition, usual class: inhibitors | actives 0.18% (n = 360,000); note: % is set by controls: 0 for no effect and ±100 for the full control effect; nearly all actives have a fitted effect of over 45% in size; many of its hits are not listed in these tables
Target sequence (Q8WZA2 whole entry, looked up): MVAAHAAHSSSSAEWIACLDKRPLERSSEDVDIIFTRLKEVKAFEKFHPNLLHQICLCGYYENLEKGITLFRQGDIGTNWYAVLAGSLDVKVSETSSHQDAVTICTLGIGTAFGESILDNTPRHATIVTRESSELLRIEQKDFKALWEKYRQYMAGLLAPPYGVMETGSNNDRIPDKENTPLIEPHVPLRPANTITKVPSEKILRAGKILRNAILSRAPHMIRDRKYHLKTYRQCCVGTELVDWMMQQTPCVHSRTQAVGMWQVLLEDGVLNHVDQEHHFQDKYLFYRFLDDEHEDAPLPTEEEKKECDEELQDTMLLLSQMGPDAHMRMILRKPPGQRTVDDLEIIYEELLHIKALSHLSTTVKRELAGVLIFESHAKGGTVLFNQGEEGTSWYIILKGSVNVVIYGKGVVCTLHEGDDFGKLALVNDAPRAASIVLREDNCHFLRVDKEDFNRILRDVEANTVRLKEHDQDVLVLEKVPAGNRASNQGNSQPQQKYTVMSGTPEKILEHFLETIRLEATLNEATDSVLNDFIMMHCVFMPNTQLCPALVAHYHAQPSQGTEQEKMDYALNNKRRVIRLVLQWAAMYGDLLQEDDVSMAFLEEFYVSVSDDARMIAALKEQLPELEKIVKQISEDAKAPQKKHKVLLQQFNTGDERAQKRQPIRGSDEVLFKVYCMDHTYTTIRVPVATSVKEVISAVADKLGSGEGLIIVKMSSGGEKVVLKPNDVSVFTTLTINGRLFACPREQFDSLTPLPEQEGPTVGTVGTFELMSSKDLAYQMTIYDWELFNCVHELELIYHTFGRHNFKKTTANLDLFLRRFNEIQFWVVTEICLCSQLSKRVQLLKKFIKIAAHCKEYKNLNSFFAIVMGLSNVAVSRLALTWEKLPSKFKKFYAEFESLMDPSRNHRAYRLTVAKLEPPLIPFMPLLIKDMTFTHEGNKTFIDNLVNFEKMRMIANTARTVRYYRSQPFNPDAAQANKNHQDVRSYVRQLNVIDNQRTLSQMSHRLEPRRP
Nrf2 activator = Nrf2 pathway activation; AREc32 ARE-luciferase reporter (MCF7-derived line), luminescence, 24 h; Potency, µM (top dose mostly 46.1 µM), for the others: at the top dose activation, hits mostly activators; actives 0.31% (n = 410,000); note: % of control where 0% means no effect; nearly all actives have a fitted effect of over 65% in size
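ARE activation measured as luciferase luminescence (Steady-Glo, 30 min RT) in AREc32_Fluc cells after 24 hr compound exposure at 37 deg C, 5% CO2; cells seeded overnight at 1000/well in OPTI-MEM, 5% FBS.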
ATXN2 expr inh = inhibitors of ATXN2 expression. HEK-293 ATXN2-luciferase reporter, luminescence, 24 h. Potency, µM (titrated, usually from 57 µM), inactives show at the highest dose activity change, negative = inhibition, most hits filed as inhibitors. actives 0.72% (n = 360,000). AID 1745845; note: % is set by controls: 0 for no effect and ±100 for the full control effect; nearly all actives have a fitted effect of over 55% in size
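ATXN2-luciferase reporter cells (luciferase flanked by upstream and downstream ATXN2 gene portions) were treated 24 h at 37 °C with compounds at up to 57 uM. SteadyGlo luminescence gave expression; GF-AFC fluorescence gave viability.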
MCF10A rerep = inducers of DNA re-replication in MCF 10A breast cells; actives 2.9% (n = 350,000); Potency, µM (series often up to 46.1 µM), for the others: at the top dose activity, positive = re-replication, actives largely listed as activators; MCF 10A DNA re-replication, Hoechst nuclear intensity, 48 h; AID 624296; note: % of control where 0% means no effect; nearly all actives have a fitted effect of over 50% in size
Nrf2 block = blocks Nrf2 signaling | A549 ARE-Fluc reporter, luciferase luminescence, 18-24 h | Potency, µM (top dose mostly 46 µM), inactives show at the top dose activity change, negative = inhibition, most hits filed as inhibitors | actives 2.1% (n = 360,000) | AID 504444; note: % is set by controls: 0 for no effect and ±100 for the full control effect; nearly all actives have a fitted effect of over 60% in size
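Cells were seeded and rested 2 h, then exposed to compounds for 18-24 h. CellTiter-Fluor was read first as a viability measure. BugLite was added 15 min before the final luminescent read of ARE-luciferase activity in A549 cells.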
Active calls of the source: *; i = inactive; ? = inconclusive; / = no result given; [ ] = another dose, or the depositor's remark. Calls come from the whole dose curve; as a rule, active = well fitted curve in the direction sought with a large enough effect; inconclusive = small, poorly fitted or top-dose-only effect, or another doubt; inactive = no such curve, though single readings can be large; an effect the other way counts as inactive or inconclusive. Potency is the fitted concentration of half-maximal effect.

SMILES	HepG2 tox	A549 viability	TGFb inhibitor	S2 tox	EPAC2 antag	Nrf2 activator	ATXN2 expr inh	MCF10A rerep	Nrf2 block
CCOC(=O)c1cnc2c(ccc3ccccc32)c1Nc1ccccc1O	3%	-1%	?	i	/	5.3%	0%	/	13%
O=C(c1cccc(S(=O)(=O)N2CCN(c3ccccc3)CC2)c1)N1CCCC(C(F)(F)F)C1 (configuration not stated)	0%	-19%	?	?	5%	-0.6%	-28%	17%	13µM*
COc1ccc(OC)c(NC(=S)N(CCc2c(C)[nH]c3ccc(C)cc23)Cc2cccs2)c1	-9%	-6%	?	?	-11%	-1.0%	-3%	12%	-3%
COc1cccc(OCc2nc3ccccc3n2CCOc2ccccc2C)c1	-53%	-17%	?	?	/	1.0%	?	/	?
COC(=O)C1CCN(C(=O)COc2ccc(S(=O)(=O)N3CCOCC3)cc2Cl)CC1	-14%	4%	-2%	i	4%	0.0%	-1%	2%	-2%
COc1ccc(-n2c(=O)c3c4c(sc3n(CC(=O)NC3CCCC3)c2=O)CCCC4)c(OC)c1	-41%	2%	-18%	i	0%	0.7%	/	-1%	-10%
O=C(N/C(=C/C=C/c1ccccc1)C(=O)N1CCCCC1)c1ccc([N+](=O)[O-])cc1	2%	-15%	?	1.5µM*	2%	0.0%	2%	0.58µM*	-7%
COc1ccc(CNc2nc(NCc3ccc(OC)cc3)c3ncn(C4CCCC4)c3n2)cc1	-21%	-2%	?	?	2%	2.1%	-6%	?	?
COc1ccc(N(CC(=O)NC(C)(C)C)C(=O)CCC(=O)Nc2nccs2)c(OC)c1	0%	-11%	-1%	i	16%	-0.2%	/	0%	-6%
CC(=O)N1CCN(Cc2nc3scc(-c4ccccc4)c3c(=O)[nH]2)CC1	7%	0%	-42%	/	2%	-0.1%	-6%	0%	-1%
CCOc1ccccc1/C=N/NC(=O)CNC(=O)c1cccs1	-5%	0%	-4%	i	13%	1.8%	2%[11.3 µM]	-1%	9%
Cc1cc(C)cc(NC(=O)COc2coc(CN3CCc4ccccc43)cc2=O)c1	-16%	0%	0%	?	16%	0.0%	-23%	6%	-17%
CCc1ccc(C(=O)c2cn(CC(=O)Nc3cc(OC)ccc3OC)c3nc(C)ccc3c2=O)cc1	-1%	-2%	-5%	i	/	0.7%	-10%	/	?
COc1ccc(N(C(=O)c2ccncc2)S(=O)(=O)c2ccc(Cl)cc2)cc1	2%	2%	18%	i	-21%	0.7%	-4%	5%	1%
Cc1ccc2cc(C(c3nnnn3C3CCCC3)N3CCN(c4ccc(F)cc4)CC3)c(=O)[nH]c2c1 (configuration not stated)	9%	-10%	-8%	i	-3%	0.3%	4%	2%	?
C#Cc1ccc2c(c1)COc1c3ccccc3nn1-2	-32%	-1%	?	i	-4%	7.1%	47%[activator]	17%	?
CC12CC(NC(=O)N1c1cccc(C(=O)N3CCCCC3)c1)c1ccccc1O2 (configuration not stated)	-12%	-6%	0%	i	17%	-0.5%	-4%	-1%	1%
COCCC(=O)N1CCC(Oc2ccc(C(=O)NCCSC)cc2)CC1	3%	-2%	3%	i	1%	-0.7%[9.22 µM]	20%	-7%	6%
O=C(O)c1cc([N+](=O)[O-])ccc1Nc1ccccc1	1%	-20%	-11%	?	6%	0.0%	-5%	0%	-3%
Cc1nn(CC(=O)NCCCN2CCCCC2C)c(=O)c2cccn12 (configuration not stated)	0%	-4%	4%	i	0%	-0.1%	8%	10%	2%
Cc1nn2c(C)c(C(=O)N3CCN(c4ccccc4F)CC3)cnc2c1-c1ccc(F)cc1	9%	12%	54%[activator]	/	/	-1.3%	/	/	?
COc1ccc(C(=O)CC(=O)c2ccccc2O)cc1	-21%	1%	0%	i	-6%	3.7%	2%	12%	26%
CCC(Cc1ccccc1)NC(=O)C1CCN(c2nn3c(=O)cc(C)nc3s2)CC1 (configuration not stated)	-13%	0%	1%	i	1%	-0.2%	/	-1%	-2%
Cc1ccc2nc(-c3ccco3)c(Cc3cccc(F)c3)n2c1	3%	/	?	?	?	19%	5%	/	/
COc1ccc(Cl)cc1S(=O)(=O)N1CCC(C(=O)NC2CCCC2)CC1	4%	3%	11%	i	6%	-0.1%	-14%	2%	3%

No new results follow: entries from further up.
SMILES	HepG2 tox	A549 viability	TGFb inhibitor	S2 tox	EPAC2 antag	Nrf2 activator	ATXN2 expr inh	MCF10A rerep	Nrf2 block
C#Cc1ccc2c(c1)COc1c3ccccc3nn1-2	-32%	-1%	?	i	-4%	7.1%	47%[activator]	17%	?
CC12CC(NC(=O)N1c1cccc(C(=O)N3CCCCC3)c1)c1ccccc1O2 (configuration not stated)	-12%	-6%	0%	i	17%	-0.5%	-4%	-1%	1%
COCCC(=O)N1CCC(Oc2ccc(C(=O)NCCSC)cc2)CC1	3%	-2%	3%	i	1%	-0.7%[9.22 µM]	20%	-7%	6%
O=C(O)c1cc([N+](=O)[O-])ccc1Nc1ccccc1	1%	-20%	-11%	?	6%	0.0%	-5%	0%	-3%
Cc1nn(CC(=O)NCCCN2CCCCC2C)c(=O)c2cccn12 (configuration not stated)	0%	-4%	4%	i	0%	-0.1%	8%	10%	2%
Cc1nn2c(C)c(C(=O)N3CCN(c4ccccc4F)CC3)cnc2c1-c1ccc(F)cc1	9%	12%	54%[activator]	/	/	-1.3%	/	/	?
COc1ccc(C(=O)CC(=O)c2ccccc2O)cc1	-21%	1%	0%	i	-6%	3.7%	2%	12%	26%
CCC(Cc1ccccc1)NC(=O)C1CCN(c2nn3c(=O)cc(C)nc3s2)CC1 (configuration not stated)	-13%	0%	1%	i	1%	-0.2%	/	-1%	-2%
Cc1ccc2nc(-c3ccco3)c(Cc3cccc(F)c3)n2c1	3%	/	?	?	?	19%	5%	/	/
COc1ccc(Cl)cc1S(=O)(=O)N1CCC(C(=O)NC2CCCC2)CC1	4%	3%	11%	i	6%	-0.1%	-14%	2%	3%

The results go on.
SMILES	HepG2 tox	A549 viability	TGFb inhibitor	S2 tox	EPAC2 antag	Nrf2 activator	ATXN2 expr inh	MCF10A rerep	Nrf2 block
CCc1nc2c(OCc3ccccc3)cccn2c1N(C)C(=O)C(C)C	-4%	/	1%	i	-10%	0.2%	-10%	/	/
Cc1nc2nc[nH]c2cc1Br	-11%	-2%	10%	i	4%	0.3%	-5%	1%	23%
CC(CNC(=O)c1ccc(NC2=NC3CS(=O)(=O)CC3S2)cc1)c1ccccc1 (configuration not stated)	7%	-11%	-2%	?	18%	-1.1%	-17%	-1%	-2%
CCOc1ccc(S(=O)(=O)N2CCCC(C(=O)NCc3ccccn3)C2)cc1 (configuration not stated)	-19%	3%	-22%	i	6%	0.4%	-13%	1%	-17%
Cc1ccc(NS(=O)(=O)c2ccc(OCC(=O)Nc3cccc([N+](=O)[O-])c3)c(C)c2)cc1	-20%	?	11µM*	?	-3%	3.3%	?	?	21µM*
Cc1cccc2nc(-c3ccc(N(C)C)cc3)c(Nc3ccc4c(c3)OCO4)n12	-24%	1%	-10%	i	/	4.1%	32%[activator]	/	-2%
Cc1cc(-n2c(C)cc(C(=O)CSc3[nH]c(=O)cc(C(F)(F)F)c3C#N)c2C)no1	-19%	1%	?	i	-6%	0.5%	-5%	?	-2%
COc1ccc(-c2nc(C)c(CCNS(=O)(=O)c3cc(Cl)ccc3Cl)s2)cc1	-6%	-11%	?	?	/	-0.3%	?	/	/
C[C@@H]1CN([C@@H](C)CO)C(=O)c2cccc(NS(C)(=O)=O)c2O[C@H]1CN(C)CC1CCCCC1	-9%	-3%	0%	i	-5%	-1.2%	-3%	2%	-1%
O=c1c2sc3ccccc3c2n(Cc2cccc(C(F)(F)F)c2)c(=O)n1-c1ccccc1	-24%	-10%	-22%	?	/	-0.4%	-1%	/	-16%
O=C(O)CC1C(=O)NCCN1CCCc1ccccc1 (configuration not stated)	-5%	-6%	-5%	i	5%	-0.9%	2%	1%	16%
COc1ccccc1-n1c(SCC(=O)NC(C)(C)C)nnc1-c1ccco1	0%	9%	-25%	i	12%	-0.4%	17%	17%	12%
CCCn1c(=O)c2ccccc2n2c(=S)[nH]nc12	1%	-1%	0%	i	-2%	-0.8%	0%	0%	2%
COc1cc2c(cc1NC(=O)C(C)Oc1ccccc1)oc1ccccc12 (configuration not stated)	-21%	15%	1%	i	/	7.1%	23%	/	?
NC(=O)C1CCN(c2oc(/C=C/c3ccccc3)nc2S(=O)(=O)c2ccccc2)CC1	0%	-11%	-15%	i	-5%	2.8%	-16%	13%	-20%
CCO[C@H]1OC(C(=O)Nc2ccccc2)=C[C@@H](c2ccc(C(F)(F)F)cc2)[C@@H]1CCCO	-19%	-13%	14µM*	?	?	-0.4%	?	?	-8%
Cc1cc(Br)ccc1OCC(=O)NNC(=O)C(=O)Nc1ccccc1	-10%	8%	0%	i	-2%	-0.5%	9%	-8%	7%
CN(C(=O)COC(=O)C(C)(C)Oc1ccc(Cl)cc1)c1c(N)n(Cc2ccccc2)c(=O)[nH]c1=O	-16%	8%	-16%	i	20%	0.3%	-3%	5%	-8%
Cc1cc(C(=O)NN=Cc2ccc(OC(=O)c3ccco3)cc2)c(C)o1	0%	-1%	11%	?	22%	2.8%	10%	0%	3%

Single records (already shown). Order of screens: HepG2 tox | A549 viability | TGFb inhibitor | S2 tox | EPAC2 antag | Nrf2 activator | ATXN2 expr inh | MCF10A rerep | Nrf2 block
Cc1cc(Br)ccc1OCC(=O)NNC(=O)C(=O)Nc1ccccc1 is entered as -10% | 8% | 0% | i | -2% | -0.5% | 9% | -8% | 7%
C#Cc1ccc2c(c1)COc1c3ccccc3nn1-2 is entered as -32% | -1% | ? | i | -4% | 7.1% | 47%[activator] | 17% | ?

Screens as filed in PubChem.

The list is partial; rates above refer to the full screens.
